# Bioassay records from PubChem BioAssay.
# Myeloid diff MLP: promotes myeloid progenitor differentiation; ER-HoxA9 myeloid progenitors, lysozyme-GFP differentiation, flow cytometry; calls only at 10 µM; 360,000 compounds, 1% hits;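 active = normalized GFP-positive differentiation at or above the plate's own cutoff, the solvent-only control mean plus 3 SD; inconclusive = no clear call, values can overlap the other calls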;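 also: cells exposed to compound for four days before flow analysis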
# Myeloid diff MLP GFP+ MAC1+ %: also measured in Myeloid diff MLP; calls as there; GFP+ MAC1+ double positive, %; measured here: differentiation confirmed by MAC1 staining
# The depositor's hits bear a star; i = inactive; ? = inconclusive; nt = no result given. Some of the compounds tested; count on the stated rates, not on these rows.
# The first two compounds (preview)
Molecule | Myeloid diff MLP | Myeloid diff MLP GFP+ MAC1+ %
O=C1[C@H](Cc2ccccc2)NCC=CC[C@H](c2ccc(Cl)cc2)N1Cc1ccccc1 | i | 2.6
Cc1ccc(S(=O)(=O)N2C(c3cccc(Cl)c3)CC=C(C(=O)O)C2c2cccc(Cl)c2)cc1 (configuration not stated) | i | 2.4

# This part in full, from the start:
Molecule | Myeloid diff MLP | Myeloid diff MLP GFP+ MAC1+ %
O=C1[C@H](Cc2ccccc2)NCC=CC[C@H](c2ccc(Cl)cc2)N1Cc1ccccc1 | i | 2.6
Cc1ccc(S(=O)(=O)N2C(c3cccc(Cl)c3)CC=C(C(=O)O)C2c2cccc(Cl)c2)cc1 (configuration not stated) | i | 2.4
CC(C)C[C@@H]1CN(CCCC[C@H]2CNC(=O)C(=O)N2CCC2CCCCC2)C(=O)C(=O)N1Cc1ccccc1 | i | 0.5
CCc1nc2ccc(C(=O)NCCCN3CCCC3=O)cn2c1N(C)C(=O)c1cccc(OC)c1 | i | 1.4
COCCCNC1=C(C#N)C(=O)NC2(CCCC2)S1 | i | 0.6
Cc1ccc([C@H]2C[C@H](n3cc(COC(=O)c4ccccc4)nn3)[C@@H](O)CN2Cc2cccs2)cc1 | i | 0.4
O=C(O)c1ccccc1C(c1ccccc1)c1ccccc1O (configuration not stated) | i | 1.2
COCCCN1C(=O)C(CC(=O)NCCc2ccccn2)CC(C(=O)N2CCCCCC2)=C1C (configuration not stated) | i | 2.2
COc1ccccc1NC(=O)Cc1nc(=O)[nH]c(=O)[nH]1 | i | 0.9
COc1ccc(NC(=O)c2cc(C3CCCCN3C(=O)C3CC3)on2)c(C)c1 (configuration not stated) | i | 1.9
O=C(c1cccs1)N1C[C@@H](n2cc(C3CC3)nn2)[C@H](O)C[C@@H]1c1ccc(Cl)cc1 | i | 1.3
Cc1nn(C)c(=S)[nH]c1=S | i | 0.9
CC1(c2nnnn2Cc2ccccc2)CCC(=O)N1CCCn1ccnc1 (configuration not stated) | i | 0.2
NC(c1csc(Nc2cnccn2)n1)c1ccccc1Cl (configuration not stated) | i | 0.8
CC(=O)Nc1ccc(NC(=O)c2ccc(Cl)c(S(=O)(=O)N3CCc4ccccc43)c2)cc1 | i | 0.1
CCOC(=O)c1c(C)c(C)n2c1NC(=O)C2 | i | 1.1
O=C(CN1C(=O)c2ccccc2C1=O)NC(Cc1ccccc1)C(=O)O (configuration not stated) | i | 0.4
Cn1ccc2c(-c3ccc(C(=O)O)cc3)cc3c(c21)C1CCC3O1 (configuration not stated) | i | 1.2
Cc1ccsc1C(=O)N1CCCC1(C)C(=O)NCC(C)C (configuration not stated) | i | 1.4
CCN(CC)S(=O)(=O)c1ccc(NC(=O)COC(=O)CNC(=O)C2CCCCC2)cc1 | i | 1.0
Nc1nnc(SCC(=O)Nc2cccc(Cl)c2)s1 | i | 1.1
CNc1cncc(-c2cccc(C(=O)NC3CC3)c2)n1 | i | 0.8
CCOC(=O)C1=CCC(c2ccco2)N(S(=O)(=O)c2ccc(C)cc2)C1 (configuration not stated) | i | 1.9
CC1C(=O)CC2C3(C)CCC2(C(C)C(=O)O)C(=O)C13 (configuration not stated) | i | 2.6
CC#Cc1cc2c(cc1O)CCC1C2CCC2(C)C(O)CCC12 (configuration not stated) | ? | nt
Cc1ccccc1OCC(=O)OCC(=O)NC1CCCCCC1 | i | 0.3
Cc1cccc(C)c1-n1nnnc1C(C1CC1)N1CCN(C/C=C/c2ccccc2)CC1 (configuration not stated) | i | 1.3
O=C(O)c1cccc(N2C(=O)C=CC2=O)c1 | i | 0.9
CC(=NNC(N)=O)C1CC2CCC1CC2 (configuration not stated) | i | 0.5
CC1(C)CC2(C)CC(=O)C1C(C(=O)O)C2C(=O)O (configuration not stated) | i | 1.3
ON=C1CCCC2CCCCC12 (configuration not stated) | i | 1.4
CC(=O)NCCNc1nc2cc(-c3ccc(C(=O)N4CCN(C)CC4)cc3)sc2c(=O)n1C | i | 0.3
Cc1cc(NC(=O)COc2ccc3c(C)c(C)c(=O)oc3c2)no1 | i | 2.0
Cc1ccccc1Cn1c(C)c(C(=O)NCc2cccc(Cl)c2)sc1=O | i | 2.7
CCOC(=O)[C@]12CCC=C1N(Cc1ccccc1)C(=O)[C@H](CC(=O)NCc1ccc(OC)c(OC)c1)C2 | i | 1.2
COc1cccc(CNC(=O)CCNC(=O)N2CC(=O)Nc3ccccc32)c1 | i | 1.5
Cc1cc(C)cc(-c2nnc(SCC(=O)c3c(N)n(C4CC4)c(=O)[nH]c3=O)o2)c1 | i | 0.7
C[C@H](CO)N1C[C@H](C)[C@H](CN(C)C(=O)Nc2ccccc2F)OCc2cnnn2CCCC1=O | i | 2.3
O=C(CCSCCC(=O)NN=Cc1ccc(F)cc1)NN=Cc1ccc(F)cc1 | i | 2.1
CC(=O)Nc1ccc(NC(=O)C2(C)Cc3c(-c4cccc(NC(C)=O)c4)ccnc3O2)cc1 (configuration not stated) | i | 0.7
COc1ccc(C(=O)N2CCOC2CNC(=O)C(=O)NCc2ccccn2)cc1 (configuration not stated) | i | 1.1
CCOC(=O)Cn1nc2oc(=O)c(CCN3CCN(c4ccccc4OC)CC3)c(C)c2c1C | i | 0.6
COCCCn1cc(CN2CC(N3CCN(CCO)CC3)CS2(=O)=O)nn1 (configuration not stated) | i | 0.9
O=S1(=O)CC(N2CCN(CC3CC3)CC2)CN1Cc1ccc(F)cc1 (configuration not stated) | i | 0.5
COCc1cccc(-c2csc(C(C)(O)c3ccccc3)n2)c1 (configuration not stated) | i | 1.4
C[C@@H]1CN([C@H](C)CO)C(=O)CCCn2cc(nn2)CO[C@H]1CN(C)C(=O)Nc1ccccc1F | i | 0.1
CCCCCCn1c(=O)n2n(c1=O)C[C@]1(OC(=O)NCc3ccco3)CN(S(=O)(=O)c3ccc(C)cc3)C[C@]1(O)C2 | i | 1.1
O=C(O)Cn1nnc(-c2ccccc2)c1COc1ccccc1 | i | 1.1
O=C1c2c(-c3ccc(Br)cc3)noc2CCN1Cc1cn(Cc2cccnc2)nn1 | i | 3.0
COc1ccc(C(=Cc2ccccc2[N+](=O)[O-])C(=O)O)cc1 | i | 0.8
CCOC(=O)N(C)c1c(CC)nc2c(OCCC3CCCCC3)cccn12 | i | 0.7
COc1ccc(C(=O)N2CCCCC2c2cc(C(=O)Nc3ccc(F)c(Cl)c3)no2)cc1 (configuration not stated) | i | 1.1
O=C(O)c1cccc(NC(=O)c2ccccc2NC(=O)c2cccs2)c1 | i | 0.6
Cc1cnc(C(=O)NCC(=O)Nc2ccccc2Br)cn1 | i | 0.5
Nc1nccc(SCc2ccc(Cl)cc2Cl)n1 | i | 0.4
O=C(N[C@@H]1CC[C@H](CCn2cc(-c3ccccn3)nn2)O[C@@H]1CO)c1ccncc1 | i | 1.2
CCc1nc2ccc(C(=O)NCc3ccc4c(c3)OCO4)cn2c1N(C)C(=O)Cc1ccccc1 | i | 1.0
COc1cc(/C=C(\CC(=O)O)c2nc3ccccc3s2)ccc1OCC(=O)Nc1ccccc1F | i | 0.9
CSCCC(NC(=O)c1ccc(Cl)cc1Cl)C(=O)N(C)Cc1nc2ccccc2c(=O)[nH]1 (configuration not stated) | i | 0.2
N#Cc1cccc(C(Br)S(=O)(=O)c2ccccc2)c1 (configuration not stated) | i | 1.1

# Compound profiles (already shown). Order of screens: Myeloid diff MLP, Myeloid diff MLP GFP+ MAC1+ %
# Profile of `O=C1c2c(-c3ccc(Br)cc3)noc2CCN1Cc1cn(Cc2cccnc2)nn1` = i, 3.0
# Profile of `Cc1cnc(C(=O)NCC(=O)Nc2ccccc2Br)cn1` = i, 0.5

# Next results follow.
Molecule | Myeloid diff MLP | Myeloid diff MLP GFP+ MAC1+ %
COC(=O)[C@@]1(Cc2ccc(F)cc2)[C@H]2c3cc(C(=O)N(C)C)n(CC4CC4)c3C[C@H]2CN1C(=O)c1ccccc1 | i | 1.8
C[C@H](CO)N1C[C@H](C)[C@@H](CN(C)Cc2ccc(-c3ccccc3)cc2)OCc2cnnn2CCCC1=O | i | 1.3
CC(=O)OC1CCC2(C)C(CCC3C2CC(=NO)C2(C)C(C(C)OC(C)=O)CCC32)C1 (configuration not stated) | i | 1.0
CC(NC(=O)CN1c2cccc3cccc(c23)S1(=O)=O)c1ccccc1 (configuration not stated) | i | 0.9
CN[C@H]1C[C@H]2c3cc(-c4ccccc4)ccc3CCN2C(=O)[C@H]1[C@H](C)O | i | 1.7
Cc1ccc(S(=O)(=O)N2CCCCC2)cc1NC(=O)COC(=O)C1CC1 | i | 0.4
Cc1ccc(C(=O)N(CC(=O)NC2CCCC2)c2ccccc2F)s1 | i | 1.5
O=C(O)C(c1ccccc1)C(O)C1CCCC1 (configuration not stated) | i | 0.4
O=C(NCc1ccncc1)c1ccc(-c2ccc(F)c(F)c2)c2ccoc12 | i | 0.6
CCCCNC(=O)C1(C)CCCCN1C(=O)c1ccc2ccccc2n1 (configuration not stated) | i | 1.5
COC(=O)c1ccc(CNC(=O)/C=C/[C@H]2O[C@@H](n3cc(C)c(=O)[nH]c3=O)C[C@@H]2O)cc1 | i | 2.0
CCCCNC(=O)C1(C)CCCCN1C(=O)c1cccs1 (configuration not stated) | i | 1.4
COc1ccc2c(c1)CCCO[C@]21O[C@H](CCO)C[C@H](O)[C@H]1O | i | 0.3
CCc1cccc(C)c1NC(=O)c1cc(-c2ccncc2)nc2ccccc12 | i | 0.9
COc1ccccc1CNc1nc(-c2ccccc2CO)c2sccc2n1 | i | 2.9
NC(=O)C1CCN(C(=O)c2ccc(Cl)c(S(=O)(=O)N3CCc4ccccc43)c2)CC1 | i | 0.9
Cc1cn([C@H]2C[C@H](O)[C@@H](CNS(=O)(=O)N3CCCC3)O2)c(=O)[nH]c1=O | i | 0.5
CC(=O)SC1CC(=O)C=C2CCC3C4CCC(=O)OC4(C)CCC3C21C (configuration not stated) | i | 0.7
OC(CSc1ccccc1)CN1CCN(c2cccc(Cl)c2)CC1 (configuration not stated) | i | 1.1
COc1cc(CNc2ncnc3c2ncn3[C@H]2CN(CCN3CCOCC3)C[C@@H](CO)O2)cc(OC)c1OC | i | 0.3
Cc1ccc(C)c(N2CCN(C(=O)CCc3nc(-c4ccccc4F)no3)CC2)c1 | i | 0.7
CC[C@]12c3[nH]c4cc(-c5ccco5)ccc4c3CCN1C(=O)[C@@H](CC(=O)NCC13CC4CC(CC(C4)C1)C3)C[C@@H]2C(=O)N1CCN(C(=O)c2ccco2)CC1 | i | 0.3
CCOC(=O)c1ccc(CN2CCCC(C)(C(=O)NCCOC)C2)cc1 (configuration not stated) | i | 1.5
OCCCNc1ncnc2c1ncn2[C@H]1CN(Cc2ccc(-c3ccccc3)cc2)C[C@@H](CO)O1 | i | 0.7

# Three compounds out of the list, arranged by count of non-hydrogen atoms, largest number first:
Molecule | Myeloid diff MLP | Myeloid diff MLP GFP+ MAC1+ %
COc1cc(CNc2ncnc3c2ncn3[C@H]2CN(CCN3CCOCC3)C[C@@H](CO)O2)cc(OC)c1OC | i | 0.3
Cc1ccc(C)c(N2CCN(C(=O)CCc3nc(-c4ccccc4F)no3)CC2)c1 | i | 0.7
COc1ccccc1CNc1nc(-c2ccccc2CO)c2sccc2n1 | i | 2.9

# (list continues)
Molecule | Myeloid diff MLP | Myeloid diff MLP GFP+ MAC1+ %
Cc1ccc(S(=O)(=O)N(C)C)cc1NC(=O)C(C)OC(=O)CC1CC2CCC1C2 (configuration not stated) | i | 0.5
C=C1[C@H](C)CN[C@H]1CCO | i | 0.6
Cc1nnc(NCC=Cc2ccccc2)s1 | i | 0.8
CCCCn1nnnc1C(c1cc2ccccc2o1)N(C)Cc1ccccc1 (configuration not stated) | i | 0.5
Cc1cc(C(=O)N2CCC2(C)C(=O)NS(=O)(=O)c2cccc(OC(F)F)c2)nn1C (configuration not stated) | i | 0.3
COc1ccc(-c2cc(C(=O)NCC3CCCCC3)[nH]n2)c(C)c1 | i | 0.7
Cc1ccc(NC(=O)OC(C)N2CCCCC2)cc1NC(=O)OC(C)N1CCCCC1 (configuration not stated) | i | 0.4
COc1ccc(C(C(=O)NCc2ccccc2)n2c(=O)c(-c3ccco3)nc3ccccc32)cc1 (configuration not stated) | i | 2.0
c1ccc(CCn2cccc2)nc1 | i | 0.9
COc1ccc(N2CCN(C(=O)c3cc(S(=O)(=O)N4CCCCCC4)ccc3OC)CC2)cc1 | i | 0.9
S=c1nc2[nH]c3ccccc3c2n[nH]1 | i | 1.9
CC1(C(=O)Nc2cccc(Oc3ccccc3)c2)CCN1Cc1cccc2c1OCO2 (configuration not stated) | i | 0.2
Cc1ccc([N+](=O)[O-])cc1CN1CCN(c2ncc(Cc3ccccc3)cn2)CC1 | i | 2.1
O=C1OC(c2ccccc2)(c2ccc(O)cc2)c2ccccc21 (configuration not stated) | i | 1.7
Cc1ccc([C@@H]2CC(=O)[C@@H]3CN(S(=O)(=O)c4ccccc4C)[C@H](c4ccc(Cl)cc4)C[C@@H]3N2S(=O)(=O)c2ccc(C)cc2)cc1 | ? | nt
CCCc1nc2c3ccccc3ccn2c1Cc1ccccc1C(F)(F)F | i | 1.1
CC(=O)c1ccc(S(=O)(=O)Nc2c(C)nn(C)c2C)cc1 | i | 0.6
CCCc1nc2c3ccccc3ccn2c1Cc1cccc(F)c1 | i | 0.2
CC1(C)CC[C@]2(C(=O)n3ccnc3)CC[C@]3(C)[C@H](C(=O)C=C4[C@@]5(C)C=C(C#N)C(=O)C(C)(C)[C@@H]5CC[C@]43C)[C@@H]2C1 | ? | nt
Cc1ccc(Cc2c(-c3ccc(Cl)cc3)nc3ccc(Cl)cn23)cc1 | i | 0.4
CCc1nc2c(OCCC3CCCCC3)cccn2c1N(C)C(=O)c1ccccc1F | i | 0.5
CCOc1cc(N2CCOCC2)c(OCC)cc1NC(=O)CN1C(=O)NC(CC)(c2ccc(F)cc2)C1=O (configuration not stated) | i | 1.5
